A549 viability: Nrf2 qHTS screen for inhibitors: counterscreen for cytotoxicity. A549 ARE-Fluc cells, CellTiter-Fluor viability, 18-24 h. Potency, µM (titrated, usually from 46 µM), for the others: top-dose activity change, negative = cytotoxicity, actives largely listed as inhibitors. 390,000 compounds, 0.16% hits; further: potency means the concentration at half of the fitted maximal effect; on the % scale 0 is the no-effect control and ±100 the full control effect
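Cytotoxicity counterscreen: CellTiter-Fluor fluorescence was measured in A549 ARE_Fluc cells after 18-24 h of compound exposure in a concentration series. The subsequent BugLite luminescent read reports ARE-luciferase activity.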
Mm-Cpn inhibitor: Inhibitors of TCP-1 ring complex (TRiC) of Methanococcus maripaludis (MmCpn): qHTS | Chaperonin Mm-Cpn (Methanococcus maripaludis) | purified Mm-Cpn ATPase, ADP Transcreener TR-FRET | Potency, µM (doses to about 76.9 µM), for the others: at the highest dose activity, negative = inhibition, hits mostly inhibitors | 330,000 compounds, 0.031% hits | AID 504842, 2011; further: potency means the concentration at half of the fitted maximal effect; on the % scale 0 is the no-effect control and ±100 the full control effect; nearly all actives have a fitted effect of over 80% in size
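Quantitative HTS used 25 nM Mm-CPN and 10 uM ATP in magnesium/KCl Tris buffer, pH 7.4, with 1 mM DTT. Hydrolysis ran 30 min at 37°C; ADP was read by HTRF.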
TGFb SMAD3 inh: qHTS for Inhibitors of TGF-b; HepG2 CAGA-GFP TGF-b/SMAD3 reporter, GFP fluorescence, 18 h; TGF-beta stimulated, 500 pg/mL final; Potency, µM (top dose mostly 46.1 µM), for inactives: at the top dose activity, negative = inhibition, most hits filed as inhibitors; 410,000 compounds, 1.2% hits; further: potency means the concentration at half of the fitted maximal effect; on the % scale 0 is the no-effect control and ±100 the full control effect; nearly all actives have a fitted effect of over 65% in size
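Using HEPG2 CAGA-GFP reporter cells at 1000 cells/well, we pinned test compounds, stimulated with recombinant TGF-beta (500 pg/mL final) and measured total well GFP after 18 h.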
Akt phos inh: HTS Assay for Inhibitors of Akt Phophorylation: Primary Screen | Neuro2A IGF-stimulated pAkt S473 HTRF, 20 min; active compounds read low | activity change, % for hits at 50 µM | 360,000 compounds, 0.32% hits | AID 651550, 2012; in the data active means activity change below about -80%; inconclusive means mostly about -51% to -80%; further: on the % scale 0 is the no-effect control and ±100 the full control effect
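Neuro2A cells in DMEM with 0.5% FBS, overnight at 37 deg C, given compound at single 50 µM final, then IGF (6 nM final) for 20 min at 37 deg C. Lysed; phospho-Akt Ser473 by HTRF after 24 h, 665/615 ratio.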
Nrf2 inh: Nrf2 qHTS screen for inhibitors; 360,000 compounds, 2.1% hits; A549 ARE-Fluc reporter, luciferase luminescence, 18-24 h; Potency, µM (series often up to 46 µM), without a hit: top-dose activity change, negative = inhibition, actives largely listed as inhibitors; further: potency means the concentration at half of the fitted maximal effect; on the % scale 0 is the no-effect control and ±100 the full control effect; nearly all actives have a fitted effect of over 60% in size
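Nrf2 activity is the BugLite luminescence, read 15 min after reagent at room temperature, following CellTiter-Fluor cytotoxicity readout (30 min, 37C). Compound titrations were applied for 18-24 h to 5000 A549 ARE_Fluc cells/well in 5% FBS OPTI-MEM.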
HepG2 viability: qHTS for Inhibitors of TGF-b: Cytotox Counterscreen; HepG2 CAGA-GFP viability, ATP luminescence, 18 h; AID 588856, 2011; Potency, µM (doses to about 46.1 µM), for inactives: at the top dose activity change, negative = cytotoxicity, most hits filed as cytotoxic; 410,000 compounds, 0.76% hits; further: potency means the concentration at half of the fitted maximal effect; some results filed as inactive show a strong effect at the top dose
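CellTiter-Glo luminescence gave cytotoxicity after 18 hours at 37 degrees C. The cells were HepG2 CAGA-GFP in 1% FBS DMEM, stimulated with 500 pg/mL TGF-beta after compound addition. %Activity was normalised to no-cell wells (complete cell-killing) and DMSO (no toxicity), and curves were fitted and classified.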
Nrf2 activator: qHTS of Nrf2 Activators; AREc32 ARE-luciferase reporter (MCF7-derived line), luminescence, 24 h; Potency, µM (highest dose often 46.1 µM), without a hit: at the top dose activation, most hits filed as activators; 410,000 compounds, 0.31% hits; further: potency means the concentration at half of the fitted maximal effect; % of control where 0% means no effect; nearly all actives have a fitted effect of over 65% in size
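Steps: seed AREc32_Fluc cells (1000/well, 5% FBS OPTI-MEM); incubate overnight at 37 deg C; add 23 nL compound; incubate 24 hr; add Steady-Glo; hold 30 min RT; read luminescence.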
CCT chaperon mod: High-Throughput Screening for Modulators of Cytosolic Chaperonin Activity; AID 651819, 2012; 360,000 compounds, 0.3% hits; activity change, % (test concentration not listed), hits read low; purified chaperonin ATPase assay, HTRF ADP detection, 30 min; in the data active means activity change below about -30%; further: on the % scale 0 is the no-effect control and ±100 the full control effect
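TRiC (40 or 20 nM final, by batch activity) in 30 mM Tris pH 7.4, 100 mM KCl, 5 mM MgCl2, 1 mM DTT was treated with compound at 76 uM single dose, then 10 uM ATP, 30 min at 37 °C. ADP was read by HTRF Transcreener.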
S2 tox: Viability Counterscreen for Primary qHTS for Inhibitors of ATXN expression. Potency, µM (top dose mostly 56.7 µM), hits mostly cytotoxic. S2 cells (HEK-293 line with an ATXN2-luciferase reporter) viability, CellTiter-Fluor protease fluorescence, 24 h. 400,000 compounds, 0.49% hits; further: potency means the concentration at half of the fitted maximal effect; nearly all actives have a fitted effect of over 40% in size
Starred values were filed as active, the others as inactive; i = inactive; ? = inconclusive; / = no result given; [ ] = remark or other dose. Unless noted, the call rests on the fitted dose curve; in most records, active means well fitted curve in the direction sought with a large enough effect; inconclusive means small, poorly fitted or top-dose-only effect, or another doubt; inactive means no such curve, though single readings can be large; an effect the other way counts as inactive or inconclusive. Rows are unselected; any-hit rate near 4.4%.

SMILES | A549 viability | Mm-Cpn inhibitor | TGFb SMAD3 inh | Akt phos inh | Nrf2 inh | HepG2 viability | Nrf2 activator | CCT chaperon mod | S2 tox
Nc1ccc(S(=O)(=O)Nc2nccc(/C=C/c3ccc([N+](=O)[O-])cc3)n2)cc1 | 2.5% | -1.6% | 7.5% | i | 9.0% | 12.3% | 7.5% | -5.1 | i
Cc1cc(NC(=S)N(Cc2cccc(Br)c2)CC2CCC(C(=O)O)CC2)ccc1Cl (stereo not drawn) | 3.2% | -1.0% | -22.9% | i | -18.5% | -24.3% | -0.2% | -1.4 | i
Cc1cccc(Cn2c(N(C)Cc3ccccc3)nc3c2c(=O)[nH]c(=O)n3C)c1 | -2.0% | 0.7% | -0.3% | i | -24.6% | -11.8% | 0.3% | -5.0 | ?
Cc1ccc(Cc2cnc(N3C(=N)SC(c4ccccc4)C3=O)s2)cc1 (stereo not drawn) | 1.7% | -8.8% | ? | i | 1.2% | -21.1% | 3.8% | -0.9 | i
CCOC(=O)CSc1nc(C)c(C(C)=O)cc1C#N | -0.1% | 3.0% | -15.8% | / | 4.0% | 0.1% | 0.4% | 1.1 | /
O=C1c2ccccc2N2C(=O)c3ccccc3C2N1O (stereo not drawn) | -5.8% | 1.5% | 7.8% | i | -0.1% | 7.2% | 8.8% | 1.6 | i
C[C@@H](C(=O)NC1CCN(Cc2ccccc2)CC1)N1C(=O)N2CCc3c([nH]c4ccccc34)[C@@]2(C)C1=O | 0.3% | -0.5% | ? | i | -14.7% | -27.0% | 7.7% | -2.1 | i
COc1cc(C(=O)Nc2sc3c(c2C(N)=O)CCC(C)C3)cc(OC)c1OC (stereo not drawn) | -1.9% | / | -3.5% | / | ? | -2.7% | 3.9% | / | i
CCc1nnc(SCc2nc(-c3ccccc3)oc2C)c2cc3sccc3n12 | -0.5% | / | 5.9% | / | -23.1% | -31.6% | 3.1% | / | i
CCCOCC(O)CC(Cc1ccccc1)C(=O)NN (stereo not drawn) | ? | -1.9% | 50.1%[activator] | i | ? | 122.0% | 0.9% | 0.1 | i
CC1=C(C(=O)Nc2cccnc2)C(c2ccccc2)n2nc(SCc3ccccc3F)nc2N1 (stereo not drawn) | 6.8% | / | 3.6% | / | -20.2%[9.27 µM] | 1.8% | 0.0% | / | i
CCNc1nc(NCC)nc(N/N=C/c2ccc(O)c(OC)c2)n1 | -2.3% | 0.2% | 18.5% | i | -16.8% | -20.5% | 0.2% | 1.3 | i
COc1ccc(COC(=O)N/N=C(\C)CC(=O)Nc2ccc(Cl)cc2)cc1 | 0.1% | -1.0% | -12.3% | i | 5.4% | -36.4% | 2.5% | -1.8 | i
CCn1c(SCC(=O)N(C)C2CCS(=O)(=O)C2)nnc1-c1ccccc1 (stereo not drawn) | 2.2% | -1.4% | 1.9% | i | -2.1% | -2.1% | -0.4% | -1.5 | i
CC1(C)CC(=O)C(/C=N/n2c(C(F)(F)F)nc3ccccc3c2=O)=C(O)C1 | -1.7% | 1.5% | -1.3% | i | 1.0% | -1.9% | -0.4% | 1.1 | i
CCCCn1c(N)c(N(C)C(=O)c2ccc(OCC3CCCO3)cc2)c(=O)[nH]c1=O (stereo not drawn) | -0.2% | -0.4% | ? | i | -6.4% | -0.9% | 1.9% | -1.2 | i
Nc1ccc2nn(-c3cccc4ccccc34)nc2c1 | -3.1% | -1.8% | 0.0% | i | -3.4% | -2.0% | 0.2% | -1.4 | i
CCCCc1nnc(NC(=O)c2ccc(-n3cncn3)c([N+](=O)[O-])c2)s1 | -6.4% | 4.9% | 7.8% | i | -18.5% | 0.3% | 0.0% | 0.8 | i
CCOC(=O)/C(C#N)=C\c1cn(C)c2ccccc12 | -2.5% | -1.5% | 3.3% | i | 19.7% | -1.0% | 18.0% | -0.9 | ?
COc1ccc(-c2ccc(NCCC3=CCCCC3)nn2)cc1OC | 2.3% | 0.6% | 27.6% | i | / | 3.6% | 0.3% | -1.4 | i
Cc1c(Cl)ccc2c1NC(=O)[C@]21N[C@@H](CCC(N)=O)[C@H]2C(=O)N(c3ccc(F)cc3)C(=O)[C@H]21 | -1.5% | 0.3% | -2.6% | i | 3.8% | -2.0% | 0.2% | -3.8 | i
CSc1ccccc1NC(=O)CN(C)C(=O)c1cccc(S(=O)(=O)N(C)C)c1 | -7.8% | 2.5% | 4.1% | i | 3.4% | 9.2% | -0.5% | 2.8 | i
COc1ccc(/C=C/C=C2\NC(=S)NC2=O)cc1 | -17.3% | 1.0% | -3.3% | i | 19.6% | -21.9% | 7.5% | -2.0 | ?
Cc1ccsc1/C=N/NC(=O)C1CC(=O)N(c2ccccc2)C1 (stereo not drawn) | 3.0% | -0.4% | 4.7% | i | 24.6% | 4.9% | 2.5% | -0.5 | i
O=C1Nc2ccccc2C(=O)N2CCCCC12 (stereo not drawn) | 3.8% | 0.7% | 5.3% | i | -3.9% | -4.5% | -0.7% | -1.7 | i

Further results.
SMILES | A549 viability | Mm-Cpn inhibitor | TGFb SMAD3 inh | Akt phos inh | Nrf2 inh | HepG2 viability | Nrf2 activator | CCT chaperon mod | S2 tox
CN(C)CCNCCCNc1c2ccccc2nc2cccc([N+](=O)[O-])c12 | -27.5% | / | -3.8% | i | ? | -12.5% | 2.9% | -3.1 | ?
Cc1ccccc1NS(=O)(=O)c1ccc(C(=O)NN2CCCCC2)cc1 | 1.8% | -1.1% | 10.8% | i | 12.3% | -23.6% | -0.2% | 2.0 | i
CCOC(=O)c1snc(C(=O)NC2CCCCC2)c1N | -5.1% | -2.8% | -3.2% | i | ? | -25.1% | 3.0% | 0.5 | i
Cc1ccc(C(=O)N2CCN(C(=O)CN3CCOCC3)C2)cc1 | -3.2% | 0.1% | 0.0% | i | / | 23.5% | -0.8% | 2.0 | i
COc1ccc(CCN(C)C(=O)Cn2c(=O)oc3ccccc32)cc1OC | 0.4% | 0.9% | 5.6% | i | -2.8% | -3.2% | 1.5% | -0.2 | i
CC1=C(C(=O)N2CCOCC2)CC(CC(=O)NCC2CCCCC2)C(=O)N1Cc1ccc(C(C)(C)C)cc1 (stereo not drawn) | / | / | -13.7% | i | / | -11.5% | -0.6% | -1.2 | ?
O=C(Cc1ccccc1)Nn1c(-c2ccccc2)nc2ccccc2c1=O | 1.2% | 2.0% | -4.0% | i | -12.2% | -3.9% | -0.1% | 0.4 | i
CC1CN(C(=O)c2ccc(COc3ccccc3Cl)o2)CC(C)O1 (stereo not drawn) | -0.5% | 0.7% | -28.5% | i | -21.2% | -16.5% | 2.4% | -0.3 | i
CN1CCN(c2ccc(CNC[C@H]3O[C@@H](n4cnc5c(=O)[nH]c(N)nc54)[C@H](O)[C@@H]3O)c(S(C)(=O)=O)c2)CC1 | / | / | -15.6% | i | / | -2.3% | 0.2% | 0.8 | i
COC(=O)[C@@]1(Cc2ccc(F)cc2)[C@H]2c3cc(C(=O)N4CCCC4)n(Cc4cc(F)cc5c4OCOC5)c3C[C@H]2CN1C(=O)c1ccccc1 | / | / | / | i | / | / | 7.2% | -1.7 | ?
COc1cccc(NC(=O)CN(C)C(=O)CN2C(=O)NC3(CCCC3)C2=O)c1 | -11.2% | -0.4% | -4.9% | i | -1.3% | 0.3% | -0.1% | -0.8 | ?
Cc1nn(C)cc1CN(C)C(=O)c1cc(COc2ccc(F)cc2F)on1 | 0.4% | 0.6% | -7.6% | i | -25.9% | -19.9% | 5.9% | 0.5 | i
Cc1ccc(C)c(N2CCN(S(=O)(=O)CC34CCC(CC3=O)C4(C)C)CC2)c1 (stereo not drawn) | -7.8% | -0.4% | ? | i | ? | -10.1% | 0.7% | -0.8 | i
COc1ccc([C@H]2CC(=O)C=C(c3ccc(C)cc3)C2)cc1OC | 0.5% | -2.2% | -12.1% | i | ? | -13.3% | 0.6% | -0.2 | i
COC(=O)Cn1c(=NC(=O)c2ccc3c(c2)OCCO3)sc2ccccc21 | 11.2% | / | 3.1% | / | / | 5.1% | 3.7% | / | /
Cc1ccc(NS(=O)(=O)c2ccc3[nH]c(=O)sc3c2)cc1 | -2.5% | -0.1% | -2.9% | i | -14.8% | -93.7% | 0.1% | 1.1 | i
Cc1cccc(CC2SC(N)=NC2=O)c1 (stereo not drawn) | -5.7% | -1.3% | 11.2% | i | 6.8% | 2.1% | -0.6% | 1.1 | i
C=CCn1c(SCC(=O)Nc2nnc(CC)s2)nnc1-c1ccncc1 | 8.2% | 0.1% | 2.4% | i | 6.8% | 1.5% | 0.2% | -7.5 | i
Cc1cc(SCc2ccccc2)nc(=O)[nH]1 | -2.5% | -7.8% | -3.5% | i | 14.9% | -1.3% | -0.8% | 1.7 | i
COc1ccc(CNS(=O)(=O)CCNC(=O)c2ccccc2)cc1 | 6.9% | 0.2% | -5.5% | i | 9.0% | 1.2% | 1.9% | 3.1 | i
CCOc1ccc(NC(=O)Cn2cc(C(=O)c3ccc(C)cc3)c(=O)c3cc4c(cc32)OCO4)cc1 | -14.1% | / | -2.8% | / | -8.4% | 0.3% | -0.3% | / | i
O=C(C[C@@H]1C/C=C/CC[C@H](Cc2ccc(F)cc2)C(=O)OC[C@@H](Cc2ccccc2)NC1=O)N[C@H](CO)Cc1ccccc1 | ? | -0.5% | ? | i | 21.5% | -104.4% | 11.0% | -0.3 | 12.6µM*
